# Source: PubChem BioAssay (The Scripps Research Institute Molecular Screening Center)
# PAFAH1B3 FP inh: inhibitors of human PAFAH1B3; Q15102; recombinant PAFAH1B3, FP-rhodamine probe, fluorescence polarization; inhibition, % at 3.39 µM; hit rate 0.28% among 340,000;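 active = inhibition above the screen-wide average of all tested compounds plus 3 SD, cut at about 25% in these data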;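 note: 0% = enzyme with DMSO only and 100% = wells lacking PAFAH1B3 protein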
# Target sequence (Q15102 whole entry, looked up): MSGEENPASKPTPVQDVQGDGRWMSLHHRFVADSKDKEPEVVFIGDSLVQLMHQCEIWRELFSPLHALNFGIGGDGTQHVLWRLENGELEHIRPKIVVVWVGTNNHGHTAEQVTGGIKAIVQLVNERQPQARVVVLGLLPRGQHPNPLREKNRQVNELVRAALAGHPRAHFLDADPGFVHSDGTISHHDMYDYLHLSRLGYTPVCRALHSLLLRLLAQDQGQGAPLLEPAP
# LYPLA1 inh: LYPLA1 (human) inhibition in PME1 counter-screen. inhibition, % at 5.9 µM. recombinant LYPLA1, FP-Rh probe fluorescence polarization. hit rate 0.16% among 320,000;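 active = inhibition above the mean of all tested compounds plus 3 SD, set per campaign, cut at about 14% in these data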;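 note: inhibitors block serine hydrolase probe labeling of LYPLA1 so polarization falls; 0% = enzyme with DMSO and 100% = wells lacking LYPLA1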
# PAFAH2 inh: inhibitors of human PAFAH2 | recombinant PAFAH2, FP-rhodamine activity probe, fluorescence polarization | inhibition, % at 3.39 µM | hit rate 0.99% among 340,000;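 active = inhibition above the mean over all tested compounds plus 3 SD, cut at about 30% in these data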;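 note: inhibitors block probe labeling of enzyme so polarization drops; 0% = enzyme with DMSO and 100% = wells lacking PAFAH2 protein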
# GSTO1 counter: GSTO1 inhibition, counter-screen for RBBP9 inhibitors; recombinant GSTO1, activity-based probe fluorescence polarization; inhibition, % at 5.96 µM; hit rate 1.1% among 300,000; AID 1974;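 active = inhibition above the campaign mean inhibition plus 3 SD, cut at about 35% in these data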;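 note: 0% = GSTO1-1 with DMSO and 100% = wells lacking GSTO1-1 enzyme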
# PAFAH1B2 FP inh: PAFAH1B2 (human) inhibition; P68402; recombinant PAFAH1B2, FP-rhodamine activity probe, fluorescence polarization; inhibition, % at 3.39 µM; hit rate 1.2% among 340,000;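 active = inhibition above the mean of all tested compounds plus 3 SD, cut at about 24% in these data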;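 note: 0% = enzyme with DMSO and 100% = wells lacking PAFAH1B2; many of its hits are not listed in these tables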
# LYPLA2 counter: LYPLA2 (human) inhibition in PME1 counter-screen. hit rate 0.38% among 320,000. inhibition, % at 5.9 µM. recombinant LYPLA2, FP-Rh probe fluorescence polarization. O95372;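 active = inhibition above the screen-wide mean plus 3 SD, limit set per campaign, cut at about 26% in these data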;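 note: 0% = LYPLA2 with DMSO and 100% = wells lacking LYPLA2 enzyme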
# PME-1 primary: blocks human protein phosphatase methylesterase 1; Q9Y570; recombinant PME-1, FP-Rh probe fluorescence polarization; inhibition, % at 5.9 µM; hit rate 0.53% among 320,000;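 active = inhibition above the campaign mean of all compounds plus 3 SD, cut at about 26% in these data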;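 note: competitive labeling of PME-1 active site by serine hydrolase directed probe; 0% = PME-1 with DMSO and 100% = wells lacking PME-1 enzyme; inhibitors block probe labeling so polarization falls and inhibition rises; many of its hits are not listed in these tables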
# Target sequence (Q9Y570 whole entry, looked up): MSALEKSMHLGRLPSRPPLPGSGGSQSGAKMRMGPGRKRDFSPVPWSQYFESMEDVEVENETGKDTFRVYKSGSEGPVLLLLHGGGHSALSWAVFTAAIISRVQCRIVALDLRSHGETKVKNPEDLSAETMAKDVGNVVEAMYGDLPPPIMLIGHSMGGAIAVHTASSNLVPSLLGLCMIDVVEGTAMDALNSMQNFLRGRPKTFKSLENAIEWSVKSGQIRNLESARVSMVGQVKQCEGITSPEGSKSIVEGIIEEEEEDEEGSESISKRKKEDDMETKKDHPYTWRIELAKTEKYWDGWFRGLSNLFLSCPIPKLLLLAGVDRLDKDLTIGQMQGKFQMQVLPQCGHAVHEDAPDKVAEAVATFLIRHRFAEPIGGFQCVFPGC
# PAD4 FP inh: PAD4 (human) enzyme inhibition; Q9UM07; recombinant PAD4, RCA probe fluorescence polarization; inhibition, % at 6.36 µM; hit rate 0.41% among 330,000; AID 485272;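 active = percent inhibition above a cutoff equal to the mean of all tested compounds plus 3 SD, cut at about 15% in these data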;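 note: 0% = PAD4 with RCA probe and DMSO and 100% = probe without PAD4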
# pPAFAH FP inh: inhibitors of human plasma PAF acetylhydrolase (pPAFAH); Q13093; recombinant pPAFAH, FP-rhodamine probe fluorescence polarization; inhibition, % at 3.39 µM; hit rate 1.5% among 330,000;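 active = inhibition above the mean inhibition across the screen plus 3 SD, cut at about 25% in these data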;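 note: inhibitors block binding of the rhodamine activity-based probe so polarization drops; 0% = enzyme with DMSO and 100% = wells lacking pPAFAH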
# Target sequence (Q13093 whole entry, looked up): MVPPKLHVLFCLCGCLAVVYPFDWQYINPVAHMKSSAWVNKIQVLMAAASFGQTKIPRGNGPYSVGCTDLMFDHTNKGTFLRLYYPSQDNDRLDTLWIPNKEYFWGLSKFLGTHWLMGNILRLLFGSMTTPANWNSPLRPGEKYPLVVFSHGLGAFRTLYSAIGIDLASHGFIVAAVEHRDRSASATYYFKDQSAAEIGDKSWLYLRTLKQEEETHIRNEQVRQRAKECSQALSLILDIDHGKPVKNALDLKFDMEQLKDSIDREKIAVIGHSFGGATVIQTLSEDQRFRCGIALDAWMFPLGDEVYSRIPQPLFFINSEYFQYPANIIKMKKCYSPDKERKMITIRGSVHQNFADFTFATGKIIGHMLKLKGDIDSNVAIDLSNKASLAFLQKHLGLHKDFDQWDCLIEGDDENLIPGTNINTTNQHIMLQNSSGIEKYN
# * marks the source's active call; other numbers are inactive results; x = not tested or not shown.
SMILES,PAFAH1B3 FP inh,LYPLA1 inh,PAFAH2 inh,GSTO1 counter,PAFAH1B2 FP inh,LYPLA2 counter,PME-1 primary,PAD4 FP inh,pPAFAH FP inh
O=c1c(C/C=C/c2ccccc2)c(O)nc2n1CCCS2,2,1,10,6,-1,3,3,-6,0
O=C(CSc1nc2[nH]ncc2c(=O)n1-c1ccccc1)NCCc1ccccc1,6,0,3,8,5,9,-4,-1,5
COC(=O)c1ccc(S(=O)(=O)N(C2CCCCC2)C2CCCCC2)n1C,0,2,4,4,8,2,-9,3,4
CCOc1ccc(N2C(=O)CC(NCCc3c[nH]c4ccccc34)C2=O)cc1 (stereo not given),6,2,1,7,0,7,-3,0,0
CCCC1Cc2nc(Cl)c(C#N)cc2CO1 (stereo not given),x,0,x,-1,x,-1,1,-11,2
COc1ccc(OC)c(C2NC(=S)NC3=C2N2CCC3CC2)c1 (stereo not given),2,-1,-3,4,-4,-2,-9,-1,-4
COC(=O)c1c(Oc2nc(OC)cc(OC)n2)cccc1Oc1nc(OC)cc(OC)n1,5,2,-8,6,-3,8,3,-1,-1
Cc1ccnc2nc(C(=O)Nc3ccc(N4CCOCC4)cc3)nn12,-2,6,8,3,-1,9,-4,-2,3
NC(=O)CC(NC(=O)Cc1cccc2ccccc12)c1ccc(N2CCC(N3CCCCC3)CC2)c([N+](=O)[O-])c1 (stereo not given),-1,1,-1,2,1,-1,2,-4,8
CCOCCCNC(=O)C1CC(=O)N(C2CCCC2)C1 (stereo not given),8,-1,-11,3,2,2,-4,1,2
Cc1occc1C(=O)NNC1=CC(=O)CC(C)(C)C1,9,3,3,4,5,2,1,2,-1
CNC(=O)c1nc(C)c(C2(C)CC(c3cccc([N+](=O)[O-])c3)=NO2)s1 (stereo not given),-7,2,7,-2,5,26*,2,3,0
CCOC(=O)C1(O)CSc2nc3sc(C(=O)O)c(C)c3c(=O)n21 (stereo not given),6,14*,6,2,2,13,4,0,3
COc1ccc(NC(=O)C/C(C)=N/NC(=O)COc2ccc(OC)cc2)cc1,-2,3,17,0,5,0,-6,-3,1
O=C1C2C(c3ccccc3)CC=CC2[C@H](c2ccc(C(F)(F)F)cc2)N1Cc1ccccc1 (stereo not given in full),12,-3,-2,0,1,-3,-4,-1,-3
Cc1ccc2nc(SCC(=O)Nc3ccc(C(N)=O)cc3)[nH]c2c1,6,-2,-6,-5,3,-8,-6,-3,-1
COc1ccc(OCC(=O)NN2Cc3ccccc3C2=N)cc1,7,6,-3,13,-4,9,-1,5,1
COc1ccc(C)cc1-n1c(N)c(C#N)c(C#N)c1-c1ccc(OC)c(OC)c1OC,1,4,7,2,1,-5,4,0,17
CNC(=O)c1ccc(-n2cccn2)nc1,6,-4,2,-2,2,-6,-1,1,0
CCOC(=O)C1(Cc2ccccc2C(F)(F)F)CCN(CC2CC2)CC1,10,5,6,0,8,3,3,-3,1
CNC(=O)c1ccc2c(c1)nnn2C,8,-5,0,3,-3,1,-5,3,1
Cc1cccc(N/N=C/c2ccncc2)c1,9,1,-8,1,-1,-5,2,-2,11
Cc1ccc(CN2CC(C(=O)N(C)CC(=O)Nc3cccc(F)c3)CC2=O)cc1 (stereo not given),3,-2,3,0,2,4,-2,-4,-1
CCCS(=O)(=O)C(=C1Nc2ccccc2N1)S(=O)(=O)CCC,3,2,-8,1,1,5,0,0,-4
C[C@H](NC(=O)[C@@H]1Cc2ccccc2CN1C(=O)OC(C)(C)C)C(=O)NC1CCCC1,6,2,0,5,4,8,4,-2,4
CCc1noc(C)c1C(=O)NNC(=O)c1cc(OC)cc(OC)c1,6,4,-3,x,6,10,2,3,0
Cc1cc(C)c2c(c1)C1C=CCC1C(c1ccc(S(=O)(=O)N3CCOCC3)cc1)N2 (stereo not given),2,-9,2,2,4,-9,1,-1,2
O=C(Cn1ncc2c([nH]c3ccccc32)c1=O)Nc1ccc(F)cc1F,-28,-14,-30,-9,-11,-41,-37,-5,-2
C/C(CC1(O)C(=O)N(Cc2ccccc2)c2ccccc21)=N\O (stereo not given),10,-4,2,16,4,-6,-8,-5,-5
CN1CCN(C2=C(Cl)C(=O)N(C3CCCCC3)C2=O)CC1,4,8,0,0,3,9,9,-2,4
CCCC(CCC)C(=O)Oc1cc(C)[nH]c(=O)c1[N+](=O)[O-],0,-5,11,-2,2,1,-1,-2,1
O=C(C(=O)N1CCN(c2ccc(F)cc2)CC1)N1CCCCC1,7,2,-3,2,2,7,6,3,1
Cn1c(=O)n(C)c2cc(NS(=O)(=O)c3ccc(F)cc3)ccc21,4,2,3,6,4,1,0,-5,2
C=CCn1c(O)c(N=O)c2cc(C)ccc21,-9,-2,-15,-7,-5,-2,-24,0,-4
Cc1ccc(N(Cc2cc3ccccc3[nH]c2=O)S(=O)(=O)c2ccccc2)cc1,1,-6,-1,-1,2,-5,0,1,3
Cc1ccc(NS(=O)(=O)c2c(C)[nH]c(C)c2C(=O)N2CCCCC2)c(Br)c1,8,-1,2,-2,0,-6,-8,4,4
CC1/C(=N/O)CC(c2ccccc2)N(C)C1c1ccccc1 (stereo not given),4,0,6,5,5,0,0,1,1
COc1ccc(C2C(C(=O)Nc3cccnc3)=C(C)Nc3nc(-c4cccs4)nn32)cc1OC (stereo not given),7,1,3,4,-2,8,5,-3,4
CCOc1cc(/C=C\c2nc(O)c([N+](=O)[O-])c(=O)[nH]2)ccc1OC(C)CC (stereo not given),4,3,3,-6,1,-1,6,4,3
NC(=O)c1ccc(NC(=O)CSc2nnc(-c3ccncc3)n2Cc2ccco2)cc1,x,-1,x,-3,x,4,-1,4,5

# Three of the entries above in order of their number in PAD4 FP inh, lowest first:
Structure | PAFAH1B3 FP inh | PAFAH2 inh | PAFAH1B2 FP inh | PME-1 primary | PAD4 FP inh | pPAFAH FP inh
CCCS(=O)(=O)C(=C1Nc2ccccc2N1)S(=O)(=O)CCC | 3 | -8 | 1 | 0 | 0 | -4
CC1/C(=N/O)CC(c2ccccc2)N(C)C1c1ccccc1 (stereo not given) | 4 | 6 | 5 | 0 | 1 | 1
CCOc1cc(/C=C\c2nc(O)c([N+](=O)[O-])c(=O)[nH]2)ccc1OC(C)CC (stereo not given) | 4 | 3 | 1 | 6 | 4 | 3

# Remaining list, next part:
SMILES,PAFAH1B3 FP inh,LYPLA1 inh,PAFAH2 inh,GSTO1 counter,PAFAH1B2 FP inh,LYPLA2 counter,PME-1 primary,PAD4 FP inh,pPAFAH FP inh
COc1ccccc1CN(C)C(=O)C(c1ccccc1)c1ccccc1,0,0,5,11,5,-1,-1,0,11
COc1ccc(-c2cc(C(F)(F)F)n3nc(C(=O)NCCCn4ccnc4)cc3n2)cc1,3,1,6,-2,1,6,3,-3,2
O=S(=O)(NCCCN1CCN(c2ccccc2F)CC1)c1cccc2cccnc12,10,-1,6,5,3,8,2,2,1
COC(=O)c1c(NC(=O)c2ccc([N+](=O)[O-])o2)sc2c1CCN(C(C)C)C2,-3,2,-1,3,5,0,2,-9,8
COc1ccc(C(=O)N2CCN(S(=O)(=O)c3ccc4c(c3)OCCO4)CC2)cc1OC,3,1,1,x,-1,4,-7,2,2
N#CCCN(Cc1ccccc1)C(=O)c1nccnc1C(=O)O,2,-1,-7,-1,-1,-3,6,-3,9
CN(C)c1ccc(/C=N/NC(=O)CNC(=O)/C=C/c2ccccc2)cc1,-1,-1,5,1,8,-9,3,1,5
CN1CCN(C(=O)CCN2C(=O)c3ccccc3S2(=O)=O)CC1,3,-3,-2,4,2,2,-2,-4,-3
COCCSc1nnc(NC(=O)C2CC(=O)N(c3ccc(Cl)cc3)C2)s1 (stereo not given),1,-2,7,12,-2,-1,0,1,1
O=C(Cn1c(=O)cnc2ccccc21)N1CCN(S(=O)(=O)c2ccccc2Br)CC1,2,-2,-4,2,-3,-2,8,4,-1
CNS(=O)(=O)c1ccc(NC(=O)C(CCSC)NC(N)=O)cc1 (stereo not given),5,1,5,1,7,1,3,3,0
COc1ccc(-c2nc3c(c(=O)[nH]c(=O)n3Cc3ccccc3)n2C)cc1,-3,0,6,11,-3,7,-10,6,-2
COc1ccc(NC(=S)NNC(=O)CCn2cc([N+](=O)[O-])cn2)cc1,12,1,3,-2,5,-4,0,-3,0
CN(c1ccccc1C(=O)O)S(C)(=O)=O,3,-1,4,-1,3,8,-7,-2,10
O=C(Cn1c(C(F)(F)F)nc2ccccc21)c1ccccc1,-2,1,-4,4,-3,2,-4,-4,1
CN(c1ncnc(N)c1[N+](=O)[O-])C1CCCCC1,5,3,6,0,4,5,-1,-3,6
Cc1cc(NN)nc(Cc2ccccc2)n1,2,-1,3,-1,4,1,-2,2,6
Cc1ccc(C2CC(C(F)(F)F)n3nc(C(=O)Nc4c(C)n(C)n(-c5ccccc5)c4=O)cc3N2)cc1 (stereo not given),1,-3,5,-9,-2,-7,3,-1,3
Cc1cccc(C)c1OCC(=O)N/N=C/c1cc2c(cc1[N+](=O)[O-])OCO2,10,1,8,5,4,1,12,-3,6
CC(Oc1cc(C(F)(F)F)cc(C(F)(F)F)c1)C(=O)NC(N)=O (stereo not given),3,-2,2,-4,5,0,3,0,12
CC1CCCN(C2=NC(=O)/C(=C/c3cn(-c4ccccc4)nc3-c3cccc(S(=O)(=O)N(C)C)c3)S2)C1 (stereo not given),-10,4,-1,-2,-1,-7,-5,-3,-4
O=C(Cc1ccsc1-c1ccccc1)NO,6,-4,1,6,7,2,5,5,3
COc1ccc(NC(=O)CSc2nc3ccc(Nc4nc(N5CCOCC5)nc(N5CCOCC5)n4)cc3s2)cc1,-3,4,-3,-10,3,2,-3,-5,8
O=C(O)CC1(Cc2nc(-c3cccs3)no2)CCCC1,-6,1,-4,2,4,-1,3,-1,-1
CCn1c(CCNC(=O)c2ccc(OC)cc2)nnc1SCC(=O)Nc1ccccc1F,8,2,-2,9,-2,3,-4,2,-1
COc1ccc(-n2c3nc4ccccc4nc3c3c(=N)oc(C)nc32)cc1,5,2,0,3,6,11,1,-2,6
CCOc1ccc(N(CC(=O)NCc2cccnc2)S(=O)(=O)c2ccc(F)cc2)cc1,4,2,1,0,3,1,-4,-5,4
O=C(c1cc2cc(Br)ccc2o1)N1CCOCC1,8,-1,5,-6,5,3,-2,3,4
Cc1ccc(C)c(N2N=C(C(=O)Nc3ccc(S(=O)(=O)N4CCCC4)cc3)CCC2=O)c1,5,3,-1,2,1,0,10,1,-3
COc1ccc(/C=N/NC(=O)CCc2ccccc2)cc1O,2,-3,0,1,6,3,4,-2,5
COc1ccc(OC)c(N(C)S(=O)(=O)c2ccc3c(c2)N(C(C)=O)CCO3)c1,3,-1,-2,2,2,2,11,18*,2
Cc1cc(-c2csc3ncnc(N4CCN(C)CC4)c23)cc(C)c1C,4,-1,3,-2,1,0,-2,-7,3
Cc1ccccc1-c1nc(CSc2nc3c(c(=O)[nH]2)CCC3)c(C)o1,-3,3,1,-10,-3,6,-2,-5,-9
Cc1cccc(NC(=S)N/N=C/C(C)c2ccccc2)c1C (stereo not given),-2,-1,-4,2,2,-4,-1,6,4
CCCCn1c(N)c(N(C(=O)CSc2nnnn2-c2ccccc2)C2CCCC2)c(=O)[nH]c1=O,1,2,1,x,-1,-2,2,-1,-3
O=C(COC(=O)c1ccc(F)c(S(=O)(=O)N2CCOCC2)c1)NCCc1ccc(F)cc1,1,x,30*,x,-3,x,x,6,5
NS(=O)(=O)c1ccc(CCNC(=O)c2ccc3nccnc3c2)cc1,4,x,7,x,8,x,x,-3,30*
O=C(O)CSc1nnc(C2CC2)n1-c1ccccc1,5,3,5,-3,7,8,-3,-5,6

# A portion of the library (hit frequency here may not be typical).
